Screening data: PubChem BioAssay, several laboratories
BaF3 parental: counter-screen for JAK2V617F inhibitors: parental Ba/F3 viability inhibitors | CellTiter-Glo ATP luminescence | hit rate 1.1% among 220,000 | inhibition, % at 5.6 µM;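 active means inhibition above a per-campaign cutoff, the mean inhibition of all tested compounds plus 3 SD, cut at about 27% in these data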;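 further: 0% = DMSO wells and 100% = JAK Inhibitor I control wells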
NPY-Y2 PAM-ag: potentiators or agonists of human neuropeptide Y receptor Y2. hit rate 0.45% among 220,000. cells expressing NPY-Y2, potentiator/agonist read-out. activation, % at 3.6 µM; in the data active means activation above about 27%;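 further: cells stimulated with NPY near EC25 plus isoproterenol at EC100; 0% = vehicle plus submaximal agonist and 100% = vehicle plus saturating agonist; some results beyond the cut were filed as inactive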
S1P4 ag: human S1P4 receptor agonism. O95977. S1P4-expressing cell line, agonist reporter assay. activation, % at 4.98 µM. hit rate 0.35% among 220,000. AID 1509; in the data active means activation above about 11%;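 further: 0% = DMSO vehicle and 100% = reference agonist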
Ba/F3 V617F tox: loss of viability in JAK2V617F-driven Ba/F3 cells. Ba/F3 EpoR-JAK2V617F viability, ATP luminescence. inhibition, % at 5.6 µM. hit rate 1.1% among 220,000. AID 1446;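 active means inhibition above the campaign mean plus 3 SD over all tested compounds, cut at about 24% in these data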;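 further: cytokine-independent growth of Ba/F3 cells driven by EpoR plus mutant JAK2; 0% = DMSO-treated cells and 100% = JAK inhibitor I control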
PERK inhibitor: human PERK inhibition, primary cell-based screen. inhibition, % at 5.6 µM. hit rate 0.17% among 220,000. Q9NZJ5. CHO PERK-DD fusion, SEAP luminescence translation reporter;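 active means inhibition above the mean inhibition of all tested compounds plus 3 SD, set separately per screening campaign, cut at about 2.9% in these data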;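 further: PERK kinase domain activated by AP20187 dimerizer at 100 nM; 0% = DMSO with dimerizer and 100% = rapamycin at 8.4 µM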
Wee1 degr inh: inhibitors of human Wee1 degradation; P30291; HeLa Luc-Wee1K328M stability, luciferase luminescence; 100% = proteasome inhibitor MG132 effect; hit rate 1.2% among 220,000; reporter increase, % at 5 µM;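 active means activation above the mean of all tested compounds plus 3 SD, set per screening run, cut at about 8.8% in these data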;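 further: cells exposed to compound for 20 h before luminescence read; 0% = DMSO alone and 100% = MG132 at 30 µM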
S1P4 antagonist: antagonists of human S1P4 receptor. O95977. S1P4-expressing cells, antagonist mode, reporter read-out. inhibition, % at 4.98 µM. hit rate 0.26% among 220,000. AID 1510; in the data active means inhibition above about 29%;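 further: 0% = wells stimulated with agonist and 100% = vehicle wells without agonist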
eIF4E-4G inh: inhibitors of eIF4E and eIF4G interaction in translation initiation; P63073+Q04637; hit rate 0.37% among 220,000; TR-FRET eIF4E-eIF4GI(517-606) binding, 2 h; inhibition, % at 21.7 µM;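 active means inhibition above about 30%, limit read from the data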;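 further: 0% = full FRET control wells and 100% = background wells lacking eIF4GI fragment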
Target sequence (P63073 whole entry, looked up, the tested form may be a part): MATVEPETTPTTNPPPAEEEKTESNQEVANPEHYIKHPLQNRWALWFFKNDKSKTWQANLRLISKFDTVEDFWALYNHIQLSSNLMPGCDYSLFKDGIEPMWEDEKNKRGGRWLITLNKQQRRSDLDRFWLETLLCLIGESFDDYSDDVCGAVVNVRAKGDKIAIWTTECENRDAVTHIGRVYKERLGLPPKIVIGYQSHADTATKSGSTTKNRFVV
Target sequence (Q04637 whole entry, looked up, the tested form may be a part): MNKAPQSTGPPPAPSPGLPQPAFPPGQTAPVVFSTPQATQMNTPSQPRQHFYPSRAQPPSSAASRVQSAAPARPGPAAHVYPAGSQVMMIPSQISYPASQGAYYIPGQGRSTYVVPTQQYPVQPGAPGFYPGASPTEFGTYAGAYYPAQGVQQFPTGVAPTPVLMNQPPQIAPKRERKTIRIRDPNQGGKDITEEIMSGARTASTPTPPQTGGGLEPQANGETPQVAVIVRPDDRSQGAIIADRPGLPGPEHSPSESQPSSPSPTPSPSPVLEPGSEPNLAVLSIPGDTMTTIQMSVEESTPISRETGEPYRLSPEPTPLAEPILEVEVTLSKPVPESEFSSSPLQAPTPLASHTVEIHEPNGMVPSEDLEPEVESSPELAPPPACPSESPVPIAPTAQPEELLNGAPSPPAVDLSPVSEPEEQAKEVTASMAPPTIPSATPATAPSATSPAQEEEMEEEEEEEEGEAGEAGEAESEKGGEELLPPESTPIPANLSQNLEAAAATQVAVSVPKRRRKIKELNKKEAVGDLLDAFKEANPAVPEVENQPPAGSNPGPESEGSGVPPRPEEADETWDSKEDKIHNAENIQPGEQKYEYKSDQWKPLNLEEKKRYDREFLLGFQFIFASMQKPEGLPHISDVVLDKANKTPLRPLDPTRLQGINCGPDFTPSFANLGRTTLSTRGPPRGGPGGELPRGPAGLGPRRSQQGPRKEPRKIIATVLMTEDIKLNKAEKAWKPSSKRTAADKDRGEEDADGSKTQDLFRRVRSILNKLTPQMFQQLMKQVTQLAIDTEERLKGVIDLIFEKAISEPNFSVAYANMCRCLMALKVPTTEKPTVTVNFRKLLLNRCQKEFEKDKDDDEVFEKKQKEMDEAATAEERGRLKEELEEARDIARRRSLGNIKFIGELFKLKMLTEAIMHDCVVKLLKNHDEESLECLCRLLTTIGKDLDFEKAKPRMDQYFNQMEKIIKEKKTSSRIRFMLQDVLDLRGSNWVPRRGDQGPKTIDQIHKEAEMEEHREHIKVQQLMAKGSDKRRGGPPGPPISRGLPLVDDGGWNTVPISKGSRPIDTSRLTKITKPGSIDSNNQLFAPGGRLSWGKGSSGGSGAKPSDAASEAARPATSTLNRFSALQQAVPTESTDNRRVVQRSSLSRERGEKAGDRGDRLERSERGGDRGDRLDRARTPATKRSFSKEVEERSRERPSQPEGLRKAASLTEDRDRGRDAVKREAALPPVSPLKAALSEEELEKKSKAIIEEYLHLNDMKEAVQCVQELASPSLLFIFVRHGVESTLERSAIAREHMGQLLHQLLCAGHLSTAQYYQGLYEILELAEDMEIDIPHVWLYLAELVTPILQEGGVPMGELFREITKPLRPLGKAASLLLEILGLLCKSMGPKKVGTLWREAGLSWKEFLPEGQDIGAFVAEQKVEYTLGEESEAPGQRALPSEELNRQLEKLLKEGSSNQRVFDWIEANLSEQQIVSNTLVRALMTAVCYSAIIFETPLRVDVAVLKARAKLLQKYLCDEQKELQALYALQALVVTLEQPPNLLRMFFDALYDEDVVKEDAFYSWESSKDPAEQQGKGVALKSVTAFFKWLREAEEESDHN
MDM2 E3 inh: Mdm2 E3 ligase (human) inhibition. Q00987. cell-based MDM2 ubiquitination luciferase reporter, 2 h; 0 = plate control, 100 = twice control, blank-subtracted. signal enhancement, % at 5 µM. hit rate 0.11% among 210,000;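 active means signal enhancement of 30% or more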;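 further: luminescence tracks abundance of the self-degrading MDM2-luciferase fusion protein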
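Assay system: mammalian cells stably expressing self-ubiquitinating, self-degrading MDM2 E3–luciferase fusion. Quantity: 2000 cells in each well. Medium: DMEM culture medium. Compound dosing: single-point 5 µM. Timing: cell settling 4 h, compound treatment 2 h, both 37 °C. Technique: luciferase luminescence. Read-out basis: percent signal gain over controls, blank-subtracted. Benchmarks: plate controls and plate blanks.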
The depositor's hits bear a star; / = not tested or not shown; & = joins results of further samples; [ ] = dose if it differs, or a comment.

Results follow in this order: MDM2 E3 inh	eIF4E-4G inh	S1P4 ag	S1P4 antagonist	BaF3 parental	PERK inhibitor	Wee1 degr inh	NPY-Y2 PAM-ag	Ba/F3 V617F tox
1. CC1(C)N=C(N)NC(Nc2cccc(Br)c2)=N1
→ -14	2	3.5	-4	21	0.3	-4	17	-2
2. O=C(Cn1cnc2c(nnn2Cc2ccccc2)c1=O)NCc1ccco1
→ 2	-7[fluorescence artefact?]	0.1	-4	0	-0.3	0	-4	0
3. COc1ccc(CNC(=O)Cc2csc(Nc3nc(=S)[nH]c4ccccc34)n2)cc1
→ -1	-2	1.1	-7	6	-0.4	-3	-13	2
4. CN1CCN(C(=S)c2cn(Cc3cccc(F)c3)c3ccccc23)CC1
→ -25	0	1.9	-6	7	-0.4	0	1	0
5. COc1cc(CNC2CCCCC2OC)cc(OC)c1 (centres undefined)
→ -3	0	1.1	1	6	-0.3	1	-16	3
6. O=C(NC1CC2CCCC(C1)N2C(=O)N1CCCCC1)C1CCCCC1 (centres undefined)
→ 2	6	3.0	-8	3	0.0	-3	10	-4
7. CCN(CC)S(=O)(=O)c1ccc(N2CCOCC2)c(NC(=O)CCC2CCCCC2)c1
→ -17	3[fluorescence artefact?]	0.6	-8	4	-0.7	-2	-4	-1
8. CCCOc1ccc(C(=O)N2CCCc3ccccc32)cc1
→ 10	1	2.1	2	1	-0.9	-2	-26	0
9. Cc1ccccc1C(=O)N1CCC(C(=O)O)CC1
→ 2	0[fluorescence artefact?]	1.9	-9	2	-0.6	-1	-8	1
10. Cn1sc(NC(=O)c2cccc(Cl)c2)nc1=O
→ -2	14[fluorescence artefact?]	0.6	-11	3	1.2	-2	2	-1
11. COc1cc(CNCc2ccccn2)ccc1OCc1ccccc1Cl
→ 7	16	1.2	-24	5	-0.8	-2	-9	1
12. O=S(=O)(c1cccc(-n2cnnn2)c1)N1CCOCC1
→ -14	-6	-5.8	-1	1	0.7	-2	24	-5
13. O=C(Nc1ccc(Br)cc1)C1CC=CCC1C(=O)OCC1CCCO1 (centres undefined)
→ -8	-8[fluorescence artefact?]	0.8	-6	0	0.8	0	-1	-6
14. COC(=O)c1sc(NC(=O)CSc2nc3cccnc3n2C2CCCCC2)nc1C
→ 15	0	0.2	3	11	-0.6	-1	-12	5
15. CN(C)CCNCc1ccc(OC2CCCC2)cc1
→ -4	0[fluorescence artefact?]	-1.1	6	9	0.1	0	-18	0
16. CC1(C)CC(=O)C(N=Nc2ccc(S(=O)(=O)N3CCCCCC3)cc2)=C(O)C1
→ -8	-1	1.6	-2	4	1.5	-4	5	-4
17. O=C(Nc1ccc(Br)cc1F)C1CCN(c2nnc(-n3cccc3)s2)CC1
→ -10	1	-0.6	-5	9	0.2	-1	-20	-4
18. COC(=O)C1(CO)NC(c2cccs2)C2C(=O)N(c3ccccc3)C(=O)C21 (centres undefined)
→ 5	-4	-0.4	-12	6	-0.1	-1	4	2
19. CCOc1ccccc1NC1c2ccccc2C(=O)N1c1ccc(C)cn1 (centres undefined)
→ -12	-2[fluorescence artefact?]	-0.8	-15	-1	0.4	-1	9	-2
20. CC(C)(C)C(=O)Nc1ccc2oc(-c3cc(F)c(F)cc3Cl)nc2c1
→ -17	0	-1.3	3	6	0.1	0	-5	2

The list continues:
Results follow in this order: MDM2 E3 inh	eIF4E-4G inh	S1P4 ag	S1P4 antagonist	BaF3 parental	PERK inhibitor	Wee1 degr inh	NPY-Y2 PAM-ag	Ba/F3 V617F tox
21. CC(C)N1C(=S)SC(C)(C)C1n1oc(=O)n(-c2cccc(Cl)c2)c1=O (centres undefined)
→ -4	4	1.2	6	2	1.2	-2	-5	-4
22. CCOc1ccc(NC(=S)NC(C)CCc2ccccc2)cc1 (centres undefined)
→ -3	-5	0.4	-2	4	0.3	-1	-6	-2
23. Cc1ccc(S(=O)(=O)Nc2nc3cc(C)c(C)cc3[nH]2)cc1
→ 12	2	0.6	0	5	-0.8	-2	9	1
24. C(=N\N1CCN(Cc2cccc3ccccc23)CC1)/c1ccco1
→ -14	-1	0.1	-8	5	-1.0	2	-5	4
25. CCN(CC)S(=O)(=O)c1ccc2c(c1)nc(SCc1nc3ccsc3c(=O)[nH]1)n2CC
→ -9	-2	1.2	12	11	-0.8	2	-5	3
26. CC1CC(C)CN(S(=O)(=O)c2ccc(F)c(C(=O)Nc3ccc(Cl)cc3F)c2)C1 (centres undefined)
→ -12	/	2.1	2	0	1.1	1	-4	-3
27. CCC(=O)c1ccc(OCC(=O)O)cc1
→ -11	-3	3.5	-2	1	0.7	0	14	1
28. CCN(CC)c1ccc(NC2CC(=O)N(CCc3ccc(OC)cc3)C2=O)cc1 (centres undefined)
→ /	-2	0.7	-7	1	0.8	-2	11	2
29. O=C(O)CCCNC(=O)C(c1ccccc1)c1ccccc1
→ -8&10	1&1[fluorescence artefact?]	0.4&1.3	-19&-7	0&7	0.9&-0.5	-2&-2	3&1	-1&1
30. C=C(C)C1CC=C(C)/C(=N/NC(=O)COc2ccccc2C)C1 (centres undefined)
→ 7	5[fluorescence artefact?]	0.6	-3	7	0.2	-2	2	3
31. CCOC(=O)N1CCC(NC(=O)c2oc3c(c2C)-c2[nH]ncc2CC3)CC1
→ -10	-1[fluorescence artefact?]	-0.5	-6	3	0.8	-1	-3	-5
32. O=S(=O)(NCCN1CCCC1)c1cccc2cccnc12
→ -2	-1[fluorescence artefact?]	2.0	0	2	0.0	2	14	-5
33. O=C(c1ccc(=O)[nH]c1)N(Cc1ccco1)C1(C(=O)NC2CCCC2)CCCCC1
→ -20	/	-1.8	6	0	0.7	0	1	0
34. CC(=O)c1cc(CN2CCCCC2)cc(OC(C)C)c1
→ -15	7[fluorescence artefact?]	1.4	-10	4	-0.8	-1	0	1
35. COc1ccc(C2Oc3ccccc3C3=C2C(c2cccs2)n2ncnc2N3)cc1 (centres undefined)
→ -1	1[fluorescence artefact?]	3.1	-10	8	-2.4	5	5	-1
36. COC(=O)c1nn(-c2ccccc2)c(-c2ccccc2)c1C(=O)c1ccccc1
→ -9	-11	0.0	-8	4	0.0	0	4	0
37. Cc1ccc2ncccc2c1NC(=S)NC(=O)c1ccccc1
→ -6	-3	-1.5	2	3	-0.1	-2	0	1
38. O=C(Nc1cccc(-c2nc3ccccc3[nH]2)c1)c1cccc(NC(=O)c2ccco2)c1
→ -11	-109[fluorescence artefact?]	-0.2	-7	4	-1.5	1	-20	4
39. CC(C)(C)c1cc(NC(=O)Nc2ccc(Br)cc2Cl)no1
→ 0	0	-0.8	0	5	0.2	3	-10	0
40. COc1ccc(-c2noc(-c3ccccc3-c3ccccc3)n2)cc1
→ -20	8	-1.1	-24	8	-1.4	1	-15	0

The list continues.
Results follow in this order: MDM2 E3 inh	eIF4E-4G inh	S1P4 ag	S1P4 antagonist	BaF3 parental	PERK inhibitor	Wee1 degr inh	NPY-Y2 PAM-ag	Ba/F3 V617F tox
41. Cc1sc(NC(=O)/C=C/c2ccco2)c(C(=O)O)c1C
→ -3	-11	0.0	4	1	1.1	-2	-13	1
42. CCOC(=O)c1ccc(N2CSC3=C(C#N)C(c4cccs4)CC(=O)N3C2)cc1 (centres undefined)
→ -16	7	-1.1	-23	4	0.5	-2	-1	-1
43. O=C(NCCN1CCOCC1)c1cc2cc(Br)ccc2oc1=O
→ -81	9	0.6	-31	3	-0.5	1	5	2
44. C/C(O)=C(/C#N)c1nc2ccccc2[nH]1
→ -18	2	0.3	1	-4	0.4	1	-3	-2
45. O=C1/C(=C/c2cccnc2)SC(=S)N1CC1CCCO1 (centres undefined)
→ 4	-4	1.0	-18	-2	-0.1	2	3	-3
46. Cc1cccc(CN2CCN(CC(=O)NCc3cccs3)C2=O)c1
→ -5	1	-1.5	10	-1	-0.2	-1	4	-2
47. CCN(C(=O)COC(=O)c1cccnc1Nc1ccccc1F)C1CCS(=O)(=O)C1 (centres undefined)
→ -6	-5	-0.2	-7	0	-0.7	-1	-6	1
48. COC(=O)c1c(-c2c(Cl)cccc2Cl)noc1NC(=O)NN1CCCCC1
→ -2	0	0.1	7	5	-0.3	-2	10	1
49. CCC(=O)c1cc(-c2nc3ccccc3n2C)n(C)c1
→ 11	0	-1.9	-6	3	0.0	0	3	-2
50. Cc1cccc(C)c1NC(=O)COC(=O)CCc1ccc(S(=O)(=O)N2CCCCC2)cc1
→ -5	0	-0.2	8	3	0.5	-1	4	-3
51. COc1ccc(-c2cc(C(=O)Nc3ccc(S(=O)(=O)Nc4onc(C)c4C)cc3)c3ccccc3n2)cc1
→ -7	2	-1.0	3	-2	2.2	0	-5	-3
52. Cn1c(=O)n(C)c2cc(/C=N/NC(N)=S)ccc21
→ -6	-1	-2.7	6	4	0.4	-1	-7	3
53. O=C(c1ccccc1F)N1CCN(S(=O)(=O)c2ccc(S(=O)(=O)N3CCCCC3)cc2)CC1
→ -2	-30	-0.3	-9	3	1.5	5	7	0
54. Cc1ccc(NC(=O)CN2C(=O)N/C(=C\c3cccnc3)C2=O)cc1
→ -7	-4	-1.0	4	0	1.0	1	13	-5
55. COc1ccccc1CN1C[C@@H]2C[C@@H](c3[nH]c4ccc(C)cc4c3C)N3CCC[C@@]23C1=O
→ -2	8	-1.8	-2	9	-0.9	-2	-19	1
56. CCn1c(SCC(N)=O)nnc1-c1ccc(OC)c(OC)c1
→ -1	5	-3.4	22	11	0.2	1	-5	4

Four consecutive entries out of the list so far, quoted:
Results follow in this order: MDM2 E3 inh	eIF4E-4G inh	S1P4 ag	S1P4 antagonist	BaF3 parental	PERK inhibitor	Wee1 degr inh	NPY-Y2 PAM-ag	Ba/F3 V617F tox
41. Cc1sc(NC(=O)/C=C/c2ccco2)c(C(=O)O)c1C
→ -3	-11	0.0	4	1	1.1	-2	-13	1
42. CCOC(=O)c1ccc(N2CSC3=C(C#N)C(c4cccs4)CC(=O)N3C2)cc1 (centres undefined)
→ -16	7	-1.1	-23	4	0.5	-2	-1	-1
43. O=C(NCCN1CCOCC1)c1cc2cc(Br)ccc2oc1=O
→ -81	9	0.6	-31	3	-0.5	1	5	2
44. C/C(O)=C(/C#N)c1nc2ccccc2[nH]1
→ -18	2	0.3	1	-4	0.4	1	-3	-2
